# Compound activity deposited in PubChem by National Center for Advancing Translational Sciences (NCATS).
# LDHA inh – inhibitors of human lactate dehydrogenase A; purified LDHA, NADH/diaphorase-resazurin fluorescence; hits give low values; activity change, % (values are at about 110 or 230 µM); 0.15% of 480,000 active; AID 1347041; in the data active means activity change below about -30%;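 further: plate controls were DMSO wells for no effect and wells without enzyme for full effect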
#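 Resorufin fluorescence (ex540/em590), read at 0 and 20 min after diaphorase/resazurin addition, reports the NADH left after a 5 min room-temperature reaction of 2 nM human LDH5 with 0.06 mM NADH and 0.2 mM pyruvate.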
# GRP78 ERSR act – inducers of ER stress response in human glioma cells; 0.02% of 420,000 active; U87-MG GRP78 promoter luciferase reporter, 16 h; Potency, µM, inactives show at the top dose activation, hits mostly activators; active means well fitted activation curve with a large enough effect; further: potency means the concentration at half of the fitted maximal effect; series mostly up to about 76 µM; % of control where 0% means no effect; nearly all actives have a fitted effect of over 35% in size
#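 Stably transfected U87-MG human glioma cells carrying a GRP78-based luminescent sensor were seeded at 1000 cells/well, pin-dosed with compounds and incubated 16 h. Luciferase reagent was then added, and end-point luminescence was read after 10 min at room temperature.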
# * marks the source's active call; other numbers are inactive results. Not all compounds are listed; the hit share may differ from the screen's.
(1) CS(=O)(=O)Nc1cccc(NC(=O)c2cccc3c(-c4cccnc4)coc23)c1
(2) COc1ccc(-c2cnc3c(NC(C)=O)cc(-c4ccc(S(C)(=O)=O)cc4)cn23)cc1OC
(3) O=C(/C=C/[C@H]1O[C@@H](n2cnc3c(NC(=O)c4ccccc4)ncnc32)[C@H](O)[C@@H]1O)NCC(c1ccccc1)c1ccccc1
(4) CCCS(=O)(=O)NC(=O)C1(C)CCCN(C(=O)c2ccc(OC)cc2)C1 (configuration not stated)
(5) COc1cc(C(O)c2nc(-c3cccc(F)c3)cs2)ccc1F (configuration not stated)
(6) CCCc1cnc(Nc2nc(C(N)Cc3ccc(C(F)(F)F)cc3)cs2)nc1 (configuration not stated)
Assay by compound,1,2,3,4,5,6
LDHA inh,-5,-4,-4,1,-4,-12
GRP78 ERSR act,-1%,-1%,-2%,-2%,0%,1%

(7) c1cc(-c2cc3nc(NCC4CC4)ccn3n2)ccc1OCCN1CCOCC1
(8) Cc1ccc(F)c(S(=O)(=O)NC(=O)C2(C)CCN2C(=O)Cc2ccsc2)c1 (configuration not stated)
(9) CCCc1nc2c3ccccc3ccn2c1CC1CCCCC1
(10) Cc1cc(Cl)ccc1-c1nc(NCc2ccccc2)nc2ccsc12
(11) O=C(CC[C@H]1O[C@@H](n2ccc(=O)[nH]c2=O)[C@H](O)[C@@H]1O)NCCc1c[nH]c2ccccc12
(12) COc1cccc(C(C)(O)c2nc(-c3cccc(C(C)C)c3)cs2)c1 (configuration not stated)
Assay by compound,7,8,9,10,11,12
LDHA inh,-3,-5,0,-3,-1,-1
GRP78 ERSR act,1%,-5%,0%,4%,-3%,2%

(13) CCNC(=O)C1CCCN(C(=O)c2cccc(C#N)c2)CC1 (configuration not stated)
(14) CC1(C(=O)NS(=O)(=O)c2cccc(Cl)c2)CCN1C(=O)C/C=C/c1ccccc1 (configuration not stated)
(15) CCN(CC)c1ncnc2c1ncn2[C@H]1CN(Cc2ccc3c(c2)OCO3)C[C@@H](CO)O1
(16) CCc1nc2c(OCCOc3ccccc3)cccn2c1N(C=O)Cc1ccc(OC)cc1
(17) COC(=O)c1ccccc1COc1cccn2c(N(C)CC3CC3)c(C)nc12
(18) CCc1nc2c(OCC(=O)C(C)(C)C)cccn2c1N(C)C(=O)c1ccccc1F
Assay by compound,13,14,15,16,17,18
LDHA inh,0,-1,-4,13,7,-13
GRP78 ERSR act,-5%,-4%,-4%,-7%,0%,-5%

(19) COc1ccc(-c2csc(C(C)(NC(C)=O)c3ccc(OC)cc3)n2)cc1 (configuration not stated)
(20) CN(C)C(=O)c1cccc(-c2cnc3c(NC=O)cc(-c4ccccc4F)cn23)c1
(21) COc1ccc(-c2nc3c4ccccc4ccn3c2Cc2ccccc2C(F)(F)F)cc1OC
(22) COCCNc1nc(Oc2ccc(Cl)c(Cl)c2)c2sccc2n1
(23) Cc1cc(F)ccc1-c1cc(C(=O)NCc2cccc(C(F)(F)F)c2)[nH]n1
(24) COc1ccc(NC(=O)C2(C)CCCN2C(=O)C(C)C)cc1OC (configuration not stated)
Assay by compound,19,20,21,22,23,24
LDHA inh,-4,3,-4,-1,-6,0
GRP78 ERSR act,-4%,2%,0%,-5%,-2%,-5%

(25) COc1cc(-c2cc(NC(C)=O)c3ncc(-c4ccc(C(C)=O)cc4)n3c2)cc(OC)c1OC
(26) CCCc1ccc(C(O)c2ncc(-c3ccc(OC)cc3)[nH]2)cc1 (configuration not stated)
(27) NC(CCc1ccccc1)c1csc(Nc2ccc(C(=O)c3ccccc3)cc2)n1 (configuration not stated)
(28) CCOC(=O)C1(C)CCCN(C(=O)c2ccccc2OC(F)(F)F)C1 (configuration not stated)
(29) COc1ccc(F)cc1-c1cc(C(=O)N2CCc3ccccc3C2)[nH]n1
(30) CC1(Cc2cc(Cl)ccc2C(F)(F)F)C(=O)Nc2cc(C(F)(F)F)ccc21 (configuration not stated)
Assay by compound,25,26,27,28,29,30
LDHA inh,16,-5,-5,2,-3,-3
GRP78 ERSR act,32%,-4%,-12%,-4%,1%,-9%

(31) Cc1ccccc1-c1cc2nc(NCc3ccc(N(C)C)cc3)n(C)c(=O)c2s1
(32) CNC(=O)C1CCC(=O)N1Cc1c[nH]c2ccccc12 (configuration not stated)
(33) COCCNc1nc(Oc2ccccc2)c2sccc2n1
(34) CCCOc1cccn2c(N(C)C(=O)c3ccccc3F)c(CC)nc12
(35) CC1(C(=O)NC2CCN(Cc3ccccc3)CC2)CCN1Cc1ccc(OC(F)(F)F)cc1 (configuration not stated)
(36) Cn1c(=O)cc(OCCCC(=O)Nc2cccc(Cl)c2)c2ccccc21
Assay by compound,31,32,33,34,35,36
LDHA inh,-12,-10,-6,-3,1,2
GRP78 ERSR act,4%,11%,-3%,-1%,0%,-3%

# 14 of the compounds above, with tabs:
nr	molecule	LDHA inh	GRP78 ERSR act
23	Cc1cc(F)ccc1-c1cc(C(=O)NCc2cccc(C(F)(F)F)c2)[nH]n1	-6	-2%
24	COc1ccc(NC(=O)C2(C)CCCN2C(=O)C(C)C)cc1OC (configuration not stated)	0	-5%
25	COc1cc(-c2cc(NC(C)=O)c3ncc(-c4ccc(C(C)=O)cc4)n3c2)cc(OC)c1OC	16	32%
26	CCCc1ccc(C(O)c2ncc(-c3ccc(OC)cc3)[nH]2)cc1 (configuration not stated)	-5	-4%
27	NC(CCc1ccccc1)c1csc(Nc2ccc(C(=O)c3ccccc3)cc2)n1 (configuration not stated)	-5	-12%
28	CCOC(=O)C1(C)CCCN(C(=O)c2ccccc2OC(F)(F)F)C1 (configuration not stated)	2	-4%
29	COc1ccc(F)cc1-c1cc(C(=O)N2CCc3ccccc3C2)[nH]n1	-3	1%
30	CC1(Cc2cc(Cl)ccc2C(F)(F)F)C(=O)Nc2cc(C(F)(F)F)ccc21 (configuration not stated)	-3	-9%
31	Cc1ccccc1-c1cc2nc(NCc3ccc(N(C)C)cc3)n(C)c(=O)c2s1	-12	4%
32	CNC(=O)C1CCC(=O)N1Cc1c[nH]c2ccccc12 (configuration not stated)	-10	11%
33	COCCNc1nc(Oc2ccccc2)c2sccc2n1	-6	-3%
34	CCCOc1cccn2c(N(C)C(=O)c3ccccc3F)c(CC)nc12	-3	-1%
35	CC1(C(=O)NC2CCN(Cc3ccccc3)CC2)CCN1Cc1ccc(OC(F)(F)F)cc1 (configuration not stated)	1	0%
36	Cn1c(=O)cc(OCCCC(=O)Nc2cccc(Cl)c2)c2ccccc21	2	-3%

# Additional records follow:
(37) CC1=C(C(=O)N(C(C)C)C(C)C)CC(CC(=O)NCc2cccc3ccccc23)C(=O)N1CCC1=CCCCC1 (configuration not stated)
(38) CC1ON=C(c2ccccn2)N(Cc2ccc(S(C)(=O)=O)cc2)C1=O (configuration not stated)
(39) CN(N=Nc1nc[nH]c1C(N)=O)C1CCCCC1
(40) Cc1cc(Cl)ccc1-c1nc(NCCN(C)C)nc2ccsc12
(41) COc1ccccc1Cn1c(C)c(C(=O)NCc2ccc3c(c2)OCCO3)sc1=O
(42) Nc1ncnc2c1ncn2[C@@H]1O[C@H](C(=O)Nc2ccc(C(=O)N3CCCCC3)cc2)[C@@H](O)[C@H]1O
Assay by compound,37,38,39,40,41,42
LDHA inh,-6,-2,-4,-7,-4,-14
GRP78 ERSR act,2%,-1%,0%,-5%,-3%,-4%

(43) COc1ccccc1C(=O)Nc1nnc([C@H]2C[C@H](O)[C@@H](CO)O2)s1
(44) CN(C)c1ccc(CC(=O)N2CCCCC2c2cc(C(=O)Nc3cccc(C#N)c3)no2)cc1 (configuration not stated)
(45) COc1ccccc1-c1noc2c1C(=O)N(Cc1cn(-c3ccccc3)nn1)CC2
(46) CC1=C(C(=O)N2CCOCC2)CC(CC(=O)NC(c2ccccc2)c2ccccc2)C(=O)N1CCC1=CCCCC1 (configuration not stated)
(47) CSCCC(c1nnnn1C(C)(C)C)N1CCN(C/C=C/c2ccccc2)CC1 (configuration not stated)
(48) Clc1ccccc1Nc1nc(NCc2cccs2)nc2ccsc12
Assay by compound,43,44,45,46,47,48
LDHA inh,-6,-2,-1,-6,-2,-2
GRP78 ERSR act,-3%,-3%,-5%,-4%,-4%,-7%

(49) CCc1nc2ccc(C(=O)NCCc3ccccn3)cn2c1N(C)CCC(C)C
(50) COc1cccc(-c2cnc(C(O)c3cc(C)cc(C)c3)[nH]2)c1 (configuration not stated)
(51) CCCCN1CC(N2CCN(C3CCN(C)CC3)CC2)CS1(=O)=O (configuration not stated)
(52) Fc1cccc(-c2cncc(N3CCN(CCN4CCCC4)CC3)n2)c1
(53) CN(C)c1ccc(-c2csc(C(C)(O)c3cccc(F)c3)n2)cc1 (configuration not stated)
(54) O=C(NCc1ccc(Cl)c(Cl)c1)c1cc(C2CCCCN2C(=O)C2CCCCC2)on1 (configuration not stated)
Assay by compound,49,50,51,52,53,54
LDHA inh,-4,-6,-3,-3,-9,0
GRP78 ERSR act,-2%,-5%,0%,-3%,6%,-3%

(55) CN(C)C(=O)c1cccc(-c2cnc3c(NC=O)cc(-c4ccc(C(=O)N5CCOCC5)cc4)cn23)c1
(56) CCCC(=O)N1CCC1(C)C(=O)Nc1ccc2c(c1)OCCO2 (configuration not stated)
(57) Cc1cccc(C)c1NC(=O)C1(C)CCC(=O)N1CCOc1ccccc1 (configuration not stated)
(58) O=C(Nc1cccnc1)C1Cc2c(-c3ccc4c(c3)OCO4)ccnc2O1 (configuration not stated)
(59) CCC(=O)N1CCC1(C)C(=O)NS(=O)(=O)c1cccc(C#N)c1 (configuration not stated)
(60) COCCNc1nc(NCc2cccc(OC)c2OC)c2sccc2n1
Assay by compound,55,56,57,58,59,60
LDHA inh,-2,-4,-3,4,-5,-9
GRP78 ERSR act,0%,0%,-2%,-3%,-4%,-5%

(61) Cc1ccc(F)c(S(=O)(=O)NC(=O)C2(C)CCN2C(=O)c2ccccc2)c1 (configuration not stated)
(62) CCCS(=O)(=O)NC(=O)C1(C)CCCN(C(=O)C2(c3ccc(Cl)cc3)CCCC2)C1 (configuration not stated)
(63) O=C(Nc1nnc([C@@H]2C[C@H](O)[C@@H](CO)O2)s1)NC1CCCCC1
(64) COCCNC(=O)C1CCCN(Cc2ccccc2-c2ccccc2)CC1 (configuration not stated)
(65) COc1ccc(C(C)(NC(C)=O)c2nc(-c3cccc4cccnc34)cs2)cc1 (configuration not stated)
(66) COc1cccc(-c2ccc(CN3C(C(C)C)C(=O)N(Cc4cn(CCC5OCCO5)nn4)CCS3(=O)=O)cc2)c1OC (configuration not stated)
Assay by compound,61,62,63,64,65,66
LDHA inh,-8,-3,-4,-9,-1,0
GRP78 ERSR act,-2%,-2%,4%,15%,-2%,-2%

(67) O=C(Nc1cccc(Cc2ccccc2)c1)Nc1ccc2nc([C@@H]3O[C@H](CO)[C@@H](O)[C@H](O)[C@H]3O)[nH]c2c1
(68) Cc1ccc(-c2csc(C(O)(c3ccccc3)C(F)(F)F)n2)cc1C (configuration not stated)
(69) COc1ccc(CN(C)C(=O)[C@H]2O[C@@H](n3cnc4c(N)ncnc43)[C@H](O)[C@@H]2O)cc1OC
(70) CC(=O)c1sc(Nc2ccc(Oc3ccccc3)cc2)nc1C
(71) Cc1cccnc1C(NC(=O)C1CCN(CCOc2ccc(F)cc2)CC1)c1ccc(F)cc1 (configuration not stated)
(72) Fc1ccc(-c2nc3c(Cl)cc(C(F)(F)F)cn3c2Cc2ccccc2)cc1
Assay by compound,67,68,69,70,71,72
LDHA inh,1,-6,-9,-3,2,-5
GRP78 ERSR act,4%,-11%,-1%,2%,-1%,3%

(73) c1ccc(COc2cccc(-c3cc4nc(NCc5ccc6c(c5)OCO6)ccn4n3)c2)cc1
(74) Cc1ccc2nc(-c3ccccc3)c(Cc3ccccn3)n2c1
(75) NC(Cc1ccc(C(F)(F)F)cc1)c1csc(NC(=O)Nc2ccccc2)n1 (configuration not stated)
(76) OC[C@H]1O[C@@H](c2nc(-c3nc(-c4ccc(F)cc4)no3)cs2)[C@H](O)[C@@H](O)[C@H]1O
(77) Cc1ccc(OCCN2CCC2(C)C(=O)Nc2ccc3c(c2)OCO3)cc1 (configuration not stated)
(78) O=c1ccn([C@@H]2O[C@H](CNCc3ccccc3)[C@@H](O)[C@H]2O)c(=O)[nH]1
Assay by compound,73,74,75,76,77,78
LDHA inh,-2,1,-21,-16,0,-5
GRP78 ERSR act,0%,-5%,-14%,0%,6%,1%

(79) Cc1ccc(CN2C(=O)C(Cc3ccccc3)Nc3ncnc(N4CCOCC4)c32)cc1 (configuration not stated)
(80) Cc1nc2cc(Oc3nc(NCCN(C)C)nc4ccsc34)ccc2s1
(81) CC(=O)c1cccc(NC(=O)C2(C)Cc3c(-c4cccc(C(N)=O)c4)ccnc3O2)c1 (configuration not stated)
(82) O=C(/C=C/[C@H]1O[C@@H](n2ccc(=O)[nH]c2=O)[C@H](O)[C@@H]1O)NCCCc1ccccc1
Assay by compound,79,80,81,82
LDHA inh,-4,-4,-8,-12
GRP78 ERSR act,-4%,0%,1%,3%
